# Bioassay records (PubChem)
# BRCT PPI green: BRCA1 BRCT-phosphoprotein interaction inhibition; P38398; BRCA1 BRCT-phosphopeptide binding, green fluorescence polarization; Potency, µM (highest dose often 76.9 µM), for inactives: at the highest dose activity change, negative = inhibition, most hits filed as inhibitors; actives 0.05% (n = 75,000); AID 875;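 further: potency means the concentration at half of the fitted maximal effect; plate controls were peptide without protein for full effect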
#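 Compounds were incubated for 12 min at room temperature with a complex of 100 nM fluorescein-tagged pBACH1 decapeptide and 250 nM His-tagged BRCT protein. Buffer was phosphate pH 7.3 with EDTA, DTT and Tween 20. Disruption of binding lowers the polarization signal.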
# A350 autofl: compound fluoresces in the Alexa 350 spectral region. max dye-equivalent concentration, M. actives 11% (n = 59,000). Compound autofluorescence, 340/450 nm, Alexa 350 dye-equivalents; hits give high values. AID 590; in the data active means max dye-equivalent concentration above about 10 nM; inconclusive means mostly about 1.1 nM to 9.6 nM
# Caspase-7 inhib: allosteric or competitive inhibitors of human caspase-7; AID 889; actives 0.02% (n = 75,000); P55210; Potency, µM (highest dose often 57.5 µM), for the others: at the highest dose activity change, negative = inhibition, most hits filed as inhibitors; recombinant caspase-7, Ac-DEVD-AFC fluorescence rate; active means well fitted inhibition curve with a large enough effect in the main read-out, with a control signal flat, not every such curve was filed as active; inconclusive means small, poorly fitted or top-dose-only effect, or a change in a side signal; further: potency means the concentration at half of the fitted maximal effect; % of control where 0% means no effect
# Target sequence (P55210 24-198 limits assumed): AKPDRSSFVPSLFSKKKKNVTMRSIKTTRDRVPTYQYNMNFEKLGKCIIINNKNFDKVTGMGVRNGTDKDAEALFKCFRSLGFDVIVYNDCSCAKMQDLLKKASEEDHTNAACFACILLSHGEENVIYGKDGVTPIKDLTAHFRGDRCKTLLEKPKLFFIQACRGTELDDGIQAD
# Target sequence (P55210 207-303 limits assumed): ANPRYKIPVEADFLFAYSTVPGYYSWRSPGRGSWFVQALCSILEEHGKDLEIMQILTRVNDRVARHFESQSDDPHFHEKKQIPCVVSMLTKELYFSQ
# FLuc inh: firefly luciferase inhibition; purified firefly luciferase, luminescence, 8 min; Potency, µM (top dose mostly 57.1 µM), inactives show at the highest dose activity change, negative = inhibition, usual class: inhibitors; actives 2.2% (n = 72,000); AID 411; further: potency means the concentration at half of the fitted maximal effect; on the % scale 0 is the no-effect control and ±100 the full control effect; nearly all actives have a fitted effect of over 40% in size
#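 Firefly luciferase (PKLight detection mix) with 10 uM ATP in pH 7.2 imidazole buffer (KCl, MgCl2, Tween 20, BSA). Compounds tested across a concentration series (qHTS). Luminescence read after 8 min at ambient temperature.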
# USP2a inh: blocks human ubiquitin-specific protease USP2a | O75604 | actives 0.1% (n = 60,000) | AID 927 | USP2a enzymatic assay, qHTS inhibition | Potency, µM (top dose mostly 38.3 µM), inactives show at the top dose activity change, negative = inhibition, actives largely listed as inhibitors;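 further: potency means the concentration at half of the fitted maximal effect; nearly all actives have a fitted effect of over 60% in size; plate controls were DMSO for no effect and NEM full inhibition control for full effect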
# Target sequence (O75604 whole entry, looked up): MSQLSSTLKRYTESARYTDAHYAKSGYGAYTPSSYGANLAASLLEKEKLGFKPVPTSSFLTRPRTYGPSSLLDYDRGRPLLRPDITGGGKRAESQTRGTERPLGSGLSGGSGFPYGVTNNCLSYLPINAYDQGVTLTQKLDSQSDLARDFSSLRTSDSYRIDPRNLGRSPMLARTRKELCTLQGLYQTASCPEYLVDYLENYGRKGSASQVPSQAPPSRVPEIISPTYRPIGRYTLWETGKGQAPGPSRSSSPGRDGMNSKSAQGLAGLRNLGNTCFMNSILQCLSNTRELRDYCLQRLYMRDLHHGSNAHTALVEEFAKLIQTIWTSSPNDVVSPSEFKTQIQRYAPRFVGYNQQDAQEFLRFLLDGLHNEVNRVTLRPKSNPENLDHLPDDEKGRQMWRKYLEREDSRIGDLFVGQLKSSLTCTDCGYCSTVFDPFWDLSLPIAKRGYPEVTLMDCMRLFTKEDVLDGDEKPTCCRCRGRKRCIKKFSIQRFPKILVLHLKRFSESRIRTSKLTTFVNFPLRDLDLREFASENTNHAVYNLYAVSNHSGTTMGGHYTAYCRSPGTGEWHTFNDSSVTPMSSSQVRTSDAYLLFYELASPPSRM
#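 Inhibition is measured in a cell-free coupled assay with 20 nM USP2 core, 20 nM Ub-PLA2 and 20 uM NBD C6-HPC, 2.5 h incubation. Activity normalized to NEM control.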
# HEK293 cAMP cs: parental HEK293 cAMP activation (counter-screen); parental HEK293 CNG cAMP sensor, membrane potential fluorescence; Potency, µM (highest dose often 57.1 µM), inactives show at the top dose activation, usual class: activators; actives 2.5% (n = 73,000); further: potency means the concentration at half of the fitted maximal effect; % of control where 0% means no effect; nearly all actives have a fitted effect of over 55% in size
#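 Parental HEK 293 cells stably expressing a cAMP-gated CNG channel were loaded with membrane potential dye containing 100 uM RO 20-1724 for 60 min. Compound added for 30 min; depolarization read as fluorescence intensity at 590 nm.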
# Caspase-1 inhib: blocks human caspase-1 allosterically or competitively | P29466 | actives 0.03% (n = 75,000) | Potency, µM (top dose mostly 57.5 µM), for inactives: top-dose activity change, negative = inhibition, most hits filed as inhibitors | Caspase-1 enzyme, Ac-WEHD-AFC fluorogenic rate;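 further: potency means the concentration at half of the fitted maximal effect; plate controls were vehicle for no effect and no substrate for full effect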
# BRCT inh red: inhibitors of human BRCA1 BRCT-phosphoprotein interaction (red fluorophore); BRCT-phosphopeptide binding, red fluorescence polarization; AID 892; P38398; actives 0.03% (n = 75,000); Potency, µM (series often up to 76.9 µM), for the others: top-dose activity change, negative = inhibition, most hits filed as inhibitors; further: on the % scale 0 is the no-effect control and ±100 the full control effect
#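 Fluorescence polarization: 100 nM His-tagged BRCA1 BRCT with 100 nM TAMRA-labelled phospho-BACH1 decapeptide, phosphate buffer pH 7.3 with 150 mM NaCl, DTT, 0.01% Tween 20; 12 min RT. Binding inhibition seen as FP decrease.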
# CRE Fsk mod: modulators of forskolin-stimulated CRE signaling in CHO cells. CHO CRE-bla reporter (cAMP response element driving beta-lactamase), forskolin EC10, beta-lactamase ratio. Potency, µM (highest dose often 38.2 µM), without a hit: top-dose activity change, negative = inhibition, usual class: activators. actives 2.5% (n = 71,000). AID 662; active means well fitted activation curve with a large enough effect in the signal ratio, with a control signal flat, not every such curve was filed as active; inconclusive means small, poorly fitted or top-dose-only effect, or effect the other way, or a change in a side signal; the % refers to the signal ratio; further: potency means the concentration at half of the fitted maximal effect; % of control where 0% means no effect
#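 CHO CRE-bla cells, overnight plating in Opti-MEM with 0.5% dialyzed FBS; cpd titration + EC10 NKH 477, 3 h 37 °C; CCF4 2 h RT; ex 405/em 460 vs 530 ratio → %Activity, AC50.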
# Tau filament bind: tau filament binding; P10636; recombinant tau filaments, thioflavin S fluorescence, 15 h; filaments grown with octadecylsulfate alongside compound; Potency, µM (series often up to 57.1 µM), inactives show top-dose activity change, negative = inhibition; actives 2% (n = 71,000); AID 596;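 further: potency means the concentration at half of the fitted maximal effect; on the % scale 0 is the no-effect control and ±100 the full control effect; actives lower thioflavin S fluorescence by blocking filaments or displacing dye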
#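 ThS-based fibril read: tau 1 uM final, inducer ODS 30 uM final, 37 C for 15 h, ex 450/em 510 nm.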
# ERK AVP block: inhibitors of vasopressin-stimulated ERK signaling pathway | HEK293-V1b, vasopressin-stimulated pERK AlphaScreen | Potency, µM (highest dose often 57.5 µM), without a hit: at the highest dose activity, negative = inhibition, hits mostly inhibitors | actives 0.99% (n = 72,000); further: potency means the concentration at half of the fitted maximal effect; on the % scale 0 is the no-effect control and ±100 the full control effect; nearly all actives have a fitted effect of over 55% in size
#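 Phosphorylated ERK1/2 detected via AlphaScreen bead proximity in lysates of V1b-expressing HEK293 cells given 25 nM vasopressin for 5 min after 30 min compound exposure (37 °C). AC50 from Hill equation; basal DMSO 0%, vasopressin 100%.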
# Numbers without * were called inactive; i = inactive; ? = inconclusive; · = no result given; [ ] = another dose, or the depositor's remark. Unless noted, the call rests on the fitted dose curve; in most records, active means well fitted curve in the direction sought with a large enough effect; inconclusive means small, poorly fitted or top-dose-only effect, or another doubt; inactive means no such curve, though single readings can be large; an effect the other way counts as inactive or inconclusive.
SMILES,BRCT PPI green,A350 autofl,Caspase-7 inhib,FLuc inh,USP2a inh,HEK293 cAMP cs,Caspase-1 inhib,BRCT inh red,CRE Fsk mod,Tau filament bind,ERK AVP block
Cc1nc2n(n1)CC(O)CS2 (stereo unspecified),-0.8%,i,0%,2%,-2%,-11%,1%,-1.1%,?,-6%,-10%
CCOC(=O)c1ccc(NC(=O)CC2C(=O)N(c3cccc(OC)c3)C(=O)N2CCOC)cc1 (stereo unspecified),0.6%,i,-2%,-1%,42%[activator],-5%,-1%,0.0%,-7%,1%,-18%
Cc1nc2ccc(S(=O)(=O)NC(C(=O)N3CCCCCC3)C(C)C)cc2s1 (stereo unspecified),-2.4%,·,-3%,0%,·,7%,-1%,-1.5%,-2%,10%,-5%
Cc1cc(C)nc(SCC(=O)Nc2ccc(N3CCOCC3)cc2)n1,-2.0%,i,-3%,0%,2%,4%,-1%,-0.7%,5%,-4%,-21%
CCCC(=O)NCCc1nc2ccccc2n1C,-0.8%,i,0%,1%,-2%,-2%,2%,1.0%,-4%,-10%,9%
C=C(C)CSc1nncn1/N=C/c1ccc(OC)cc1,0.4%,i,-1%,-14%,6%,5%,-3%,-2.8%,14%,41%,?
COCc1cc(=O)n2[nH]c(SC)nc2n1,-2.3%,?,-2%,4%,7%,3%,-2%,1.3%,-4%,2%,14%
CCC1=C(OC(=O)N(CC)CC)N2C(=O)OC(=NCCOC)[C@]2(Cc2ccccc2)[C@H]2C1=CC[C@H]1C(=O)NC(=O)[C@H]12,-0.8%,·,-3%,·,·,·,2%,0.5%,·,·,-5%
O=c1c2cnn(-c3ccccc3)c2ncn1Cc1cccc(Cl)c1,-1.2%,·,3%,-1%,·,5%,-1%,0.7%,5%,i,·
CCOC(=O)c1c(/N=C/N(C)C)sc(C(=O)OC)c1C,0.1%,?,-3%,2%,3%,?,5%,-1.3%,?,-10%,-20%
O=c1c2cc(Cl)ccc2oc2nc3n(c(=O)c12)CCCS3,-1.3%,?,-1%,3%,23%,-2%,0%,0.3%,10%,13µM*,-9%
CC(C)Cc1cc(C(=O)Nc2cc(Cl)ccc2Cl)no1,-2.5%,·,-2%,2%,·,5%,-2%,0.6%,8%,11%,5%
CSc1nc(C)c(Oc2ccccc2)c(=O)n1C,1.8%,i,-9%,2%,0%,29%,0%,0.0%,14%,11%,-20%
CCOCCCn1c(=S)[nH]c2cc(C(=O)NCCN(CC)CC)ccc2c1=O,-2.6%,?,-5%,1%,3%,7%,1%,0.4%,?,-23%,5%
COc1cc(C)c(Cl)cc1S(=O)(=O)NCc1ccncc1,1.7%,i,2%,1%,6%,25%,-1%,-1.1%,-4%,219%,-24%
Cc1cc(C)n2nc(NCc3cccc(Br)c3)nc2n1,1.1%,?,0%,-2%,17%,1%,-3%,-1.1%,?,11%,-2%
COC(=O)c1cn(NC(=O)CC2CCCCC2)c(=O)c2ccccc12,-3.5%,i,2%,0%,2%,19%,2%,-0.7%,?,2%,30%
O=C/C=C/c1ccc(O)cc1,-4.6%,·,1%,·,-11%,·,3%,1.0%,·,·,16%
COc1ccc(OC)c(NC(=O)C2CCCN(S(=O)(=O)c3cccc4cccnc34)C2)c1 (stereo unspecified),-1.3%,·,-1%,1%,·,8%,-4%,0.5%,4%,-16%,6%
Fc1ccc(CNc2ccc(CNc3ncn[nH]3)cc2)cc1,-1.7%,i,-1%,0%,5%,-1%,1%,1.0%,-1%,-5%,-17%
COc1ccccc1OCC(=O)Nc1oc(-c2ccccc2)c(-c2ccccc2)c1C#N,-6.3%,i,-3%,0%,31%[activator],?,1%,-2.0%,15%,121%,-25%
COc1ccc(-c2cn3cccnc3n2)cc1NC(=O)C1CCCC1,0.2%,1e-07M*,-2%,-2%,0%,16%,1%,0.1%,?,2%,21%
CCOC(=O)C1=C(C)NC2=C(C(=O)c3ccccc32)C1c1cccnc1 (stereo unspecified),-1.7%,i,-1%,1%,-4%,-26%,0%,0.2%,?,3.2µM*,?
Cc1cccc(C)c1NC(=O)CSc1nnc(-c2ccoc2C)n1CCc1ccccc1,1.2%,i,3%,-1%,3%,?,-3%,-1.5%,-1%,4%,-7%
O=C(NCC(=O)N(Cc1ccc(F)cc1)C(C(=O)NC1CCCC1)c1ccco1)c1ccco1 (stereo unspecified),-1.7%,i,0%,-1%,12%,16µM*,1%,-2.2%,-13%,1%,-12%
Cc1ccc2cc(CN(Cc3ccc4c(c3)OCO4)Cc3nnnn3Cc3ccco3)c(=O)[nH]c2c1C,6.6%,i,-25%,-13%,265%[activator],?,?,-3.9%,-2%,41%,7%
COc1ccc(O[C@H]2C=C[C@@H](c3ccccc3)O[C@H]2COC(=O)CC/C(C)=N/O[C@@H]2O[C@H](COC(C)=O)[C@H](OC(C)=O)[C@H](OC(C)=O)[C@H]2OC(C)=O)cc1,-0.9%[15.4 µM],·,-1%[11.5 µM],2%[11.4 µM],·,2%[11.4 µM],-2%[11.5 µM],0.8%[15.4 µM],·,·,3%[11.5 µM]
CCOC(=O)C1CCN(C(=O)COc2cc(C)c(Br)c(C)c2)CC1,4.1%,·,-4%,0%,-2%,?,-2%,0.1%,?,11%,-61%
Cc1cc(N2CCCN(C)CC2)nc2cc(Cl)ccc12,-1.0%,·,-1%,-2%,7%,22%,-1%,0.3%,2%,15%,-18%
Cc1ccn(CCSCC(=O)O)n1,-2.2%,i,0%,3%,-7%,1%,-2%,0.4%,-3%,-7%,-9%
CCOC(=O)c1sc(NC(=O)CSc2nncs2)c(C(=O)OCC)c1C,16%,i,-4%,-36%,1%,25µM*,-6%,1.2%,3.2µM*,39%,-2%
O=C(O)c1ccc(NS(=O)(=O)c2ccc(Cl)c(Cl)c2)cc1O,-0.5%,?,-1%,0%,-1%,23%,4%,0.4%,-9%,6%,-4%
COCCn1c(SCC#N)nnc1-c1ccccc1,-1.0%,i,0%,4%,-4%,?,-1%,-0.5%,1%,-3%,-3%
COC(=O)CSc1cc(C(=O)c2nccn2C)c2ccccc2n1,-2.2%,?,8%,0%,2%,16%,-1%,0.6%,5%,-14%,16%
CCOc1cc(-c2nc(-c3ccccc3OC)no2)cc(OCC)c1OCC,-1.0%,i,-4%,1%,5%,29%,-2%,0.4%,20%,13%,-2%
O=C(Nc1cccc(C(=O)N2CCCC2)c1)c1ccccc1,-0.3%,i,-1%,1%,9%,?,0%,-1.6%,?,-6%,-1%
NC(=O)N[C@H]1NC(=O)NC1=O,-2.2%[34.4 µM],?,2%[25.7 µM],-2%[25.5 µM],-15%[17.1 µM],13µM*,-10%[25.7 µM],-0.3%[34.4 µM],1%[17.1 µM],-4%[25.6 µM],-3%[25.7 µM]
CC1=CC(C)(C)N2C(=O)C3(C(C#N)=C(N)Oc4cc(O)ccc43)c3cccc1c32 (stereo unspecified),-3.3%,i,0%,4%,6%,-5%,-3%,-0.2%,3.2µM*,4µM*,-24%
Cc1nnc(SCC(=O)NCCOc2ccc(Cl)cc2)n1-c1ccccc1,-3.0%,·,0%,1%,7%,8%,0%,-1.0%,-2%,8%,2%
N#Cc1ccc(-c2nnnn2-c2ccc3c(c2)OCO3)cc1,-1.7%,i,-1%,0%,35%[activator],8%,-2%,0.2%,-4%,-7%,-29%
CC(=O)C1=C(O)C(=O)N(Cc2ccco2)C1c1ccccc1 (stereo unspecified),-2.2%,i,0%,2%,-7%,?,-1%,1.2%,-5%,-2%,-9%
COCC(=O)N1CCC2(CC1)CN(c1ccncc1)C2,-0.8%,i,0%,1%[11.4 µM],-3%,6%,-2%,-2.6%,2%,12%,-1%
CN/C=C1\C(=O)C(C)(C)Oc2ccc3ccc(=O)oc3c21,-1.7%,i,-1%,-2%,·,3%,1%,0.6%,?,-11%,-21%
CC(=O)OC[C@@H]1O[C@H](C/C=N\O[C@@H](C)CN2CCCc3nc(C)c(C)cc32)C=C[C@@H]1OC(C)=O,-2.1%[15.4 µM],·,-11%[11.5 µM],0%[11.4 µM],·,14%[11.4 µM],-7%[11.5 µM],0.4%[15.4 µM],·,·,-1%[11.5 µM]
CCOC(=O)c1[nH]c(C)c(C(=O)OCCN2C(=O)c3ccccc3C2=O)c1C,0.5%,i,-4%,1%,3%,-10%,0%,0.8%,2.5µM*,38%,13%

# Grouped by structure: the compounds so far with two or more sulfur atoms
SMILES,BRCT PPI green,A350 autofl,Caspase-7 inhib,FLuc inh,USP2a inh,HEK293 cAMP cs,Caspase-1 inhib,BRCT inh red,CRE Fsk mod,Tau filament bind,ERK AVP block
Cc1nc2ccc(S(=O)(=O)NC(C(=O)N3CCCCCC3)C(C)C)cc2s1 (stereo unspecified),-2.4%,·,-3%,0%,·,7%,-1%,-1.5%,-2%,10%,-5%
CCOC(=O)c1sc(NC(=O)CSc2nncs2)c(C(=O)OCC)c1C,16%,i,-4%,-36%,1%,25µM*,-6%,1.2%,3.2µM*,39%,-2%
